Tau ThT inhib = blocks human tau fibril formation measured by thioflavin T | P10636 | recombinant tau K18 P301L, heparin-induced fibrillization, ThT fluorescence | Potency, µM (highest dose often 57.4 µM), for the others: at the top dose activity, negative = inhibition, hits mostly inhibitors | actives 2.1% (n = 270,000); further: on the % scale 0 is the no-effect control and ±100 the full control effect; nearly all actives have a fitted effect of over 55% in size
Target sequence (P10636 561-689 P618L limits assumed): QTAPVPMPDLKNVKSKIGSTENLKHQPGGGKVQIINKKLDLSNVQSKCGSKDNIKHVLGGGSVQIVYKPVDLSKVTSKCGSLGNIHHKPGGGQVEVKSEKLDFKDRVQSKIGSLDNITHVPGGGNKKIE
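ThT emission at 510 nm, taken 1 hr after adding 30 uM dye, quantifies aggregates formed when 20 uM heparin acts on human tau K18 P301L for 6 hr at 37 C.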
SMN2 splice enh = SMN2 splice variant enhancement; actives 2.8% (n = 210,000); HEK293 SMN2-luciferase splicing reporter, luminescence, 30-36 h; Potency, µM (top dose mostly 46.1 µM), for inactives: at the highest dose activity change, positive = activation, hits mostly activators; further: % of control where 0% means no effect; nearly all actives have a fitted effect of over 55% in size
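HEK293 cells carry an SMN2 […]–luciferase reporter in which exon 7 inclusion puts luciferase in frame. Cells were plated 10-12 h before compound addition, then incubated 30-36 h at 37C. ONE-Glo luminescence was read; sodium butyrate at 4.5 mM final served as control.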
* hit, by the source's call; ? = inconclusive; [ ] = another dose, or the depositor's remark. The call rests on the fitted dose curve; in most records, active means well fitted curve in the direction sought with a large enough effect; inconclusive means small, poorly fitted or top-dose-only effect, or another doubt; inactive means no such curve, though single readings can be large; an effect the other way counts as inactive or inconclusive. Potency means the concentration at half of the fitted maximal effect. An excerpt (hit frequency here may not be typical).

The line under a structure holds: Tau ThT inhib	SMN2 splice enh
1) Cc1cc(C)nc(NS(=O)(=O)c2ccc(NC(=O)COc3ccc(Cl)cc3C)cc2)n1
  -15%	-6%
2) COc1ccccc1CSc1nc2n(n1)C(c1ccccc1)C(C(=O)Nc1ccc(C)cc1)=C(C)N2 (stereo not drawn)
  16%	3%
3) CS(=O)(=O)N1CCCc2cc(C(=O)Nc3cccc(C(F)(F)F)c3)ccc21
  -2%	-56%[inhibitor]
4) CCOc1ccc(NC(=O)/C(C#N)=C\c2ccc(-c3ccc(Cl)cc3)o2)cc1
  1.4µM*	-3%
5) Cc1cccc(NC(=O)Nc2cccs2)c1C
  -8%	5%
6) Cc1ccc(CNC(=O)c2ccc3c(c2)CCN3S(=O)(=O)c2ccccc2)cc1
  7%	3%
7) Cc1ccc(-c2nc3ncccc3o2)cc1NC(=O)COc1ccc(C(C)C)cc1
  ?	14%
8) Cc1oc2ccc(O)c(CN3CCC(C)CC3)c2c1C(=O)Nc1ccccc1
  -17%	-13%
9) CC(C)Oc1ccc(CNC(=O)c2ccc3nc(SCc4ccc(F)cc4)n(C)c3c2)cc1
  -1%	8%
10) CCOC(=O)c1c(C)oc2ccc(N(C(=O)Oc3ccccc3)S(=O)(=O)c3ccc(CC)cc3)cc12
  -3%	-30%
11) CC1=Nc2cc(C(=O)NCCc3ccc(Cl)cc3)ccc2Sc2c(C)ccc(C)c21
  -9%	-46%[inhibitor]
12) CCOC(=O)c1c(Nc2ccc(OCC)cc2)nnc(-c2ccccc2)c1-c1ccccc1
  ?	-48%[inhibitor]
13) COc1ccc(S(=O)(=O)N(CCc2ccccc2)CC(=O)Nc2ccc(C)c(C)c2)cc1OC
  -7%	-32%[inhibitor]
14) C#CCOc1ccc(-c2nnc(Nc3cccc(C)c3)c3ccccc23)cc1
  ?	8%
15) COc1ccc(NC(=O)c2ccco2)cc1NC(=O)c1ccc(C)c(C)c1
  ?	-6%
16) Cc1nc2sc(C(N)=O)c(N)c2c(-c2ccc(Br)cc2)c1C(=O)Nc1ccc(Cl)cc1
  ?	3%
17) CCOC(=O)c1c(Nc2ccc(O)cc2)nnc(-c2ccccc2)c1-c1ccccc1
  -6%	0%
18) Nc1c(C(=O)Nc2ccccc2)sc2nc3c(cc12)CN(Cc1ccccc1)CC3
  ?	-21%
19) COc1ccc(-c2cc(C(=O)Oc3ccccc3)c3cc(C)ccc3n2)cc1
  -15%	-6%
20) COc1ccc(NC(=O)Cn2c(=O)n(-c3ccc(OC)cc3)c(=O)c3ccc(C(=O)NCc4ccc(C)cc4)cc32)cc1
  5%	-5%
21) Cc1sc2ncn(CC(=O)N(C)c3ccc(C(C)C)cc3)c(=O)c2c1S(=O)(=O)N1CCC(C)CC1
  -14%	-6%
22) Cc1c(NC(=O)c2sc3ccccc3c2Cl)cccc1-c1nc2ccccc2o1
  -5%	11%
23) Cn1c(=O)c2c(nc(NCc3ccccc3)n2Cc2ccccc2Cl)n(C)c1=O
  -4%	-6%
24) CCOc1ccccc1NC(=O)c1cnn2c(C(F)F)cc(-c3ccccc3)nc12
  ?	3%
25) COC(=O)c1cc2oc(C)cc2n1Cc1c(C)cc(C)cc1C
  -12%	14%
26) CCc1cc2c(cc3c(=O)n(CC(=O)NCc4cccc(Cl)c4)nc(CC)n32)s1
  -4%	-8%
27) CC(C)c1ccc(Nc2c(-c3ccc(N(C)C)cc3)nc3cnccn23)cc1
  -3%	9%
28) CC(=O)c1c(C)oc2ccc(N(C(=O)Oc3ccccc3)S(=O)(=O)c3ccc(Cl)cc3)cc12
  1%	-9%
29) COc1ccc(NC(=O)CSc2cn(CCNC(=O)c3ccc(OC)cc3)c3ccccc23)cc1
  ?	-28%
30) Cc1ccc(CN2C(=O)C(=O)c3cc(Br)cc(C)c32)cc1
  28µM*	-13%
31) CCc1ccc(NC(=O)c2ccc3c(c2)N(Cc2ccc(C)cc2)CCS3)cc1
  -16%	25µM*
32) COC(=O)c1ccc(NC(=O)CCc2c(C)nc3c(c2C)c(=O)n(C)c(=O)n3C)cc1
  -7%	?
33) Clc1ccc2nc(-c3cccs3)c(Nc3ccc4c(c3)OCCO4)n2c1
  1%	-10%
34) CCOc1ccc(NC(=O)c2c(NC(=O)c3ccccc3F)sc3c2CCC3)cc1
  -13%	0%
35) COc1ccc(C(C(=O)NCc2ccccc2)N(C(=O)Cn2nnc3ccccc32)c2cccc(OC)c2)cc1 (stereo not drawn)
  9%	-2%
36) COC(=O)C1=C(c2ccccc2)c2ccccc2S(=O)(=O)N1CC(=O)Nc1cc(C)ccc1C
  -6%	0%
37) Cc1ccc(Nc2ncc(C(=O)N3CCN(c4ccc(F)cc4)CC3)c3ccccc23)cc1Cl
  -2%	-31%[inhibitor]
38) Cc1cc(C)c(Cn2c3ccccc3c3cnn(CC(=O)NCc4ccc(Cl)cc4)c(=O)c32)c(C)c1
  -4%	5%
39) CC(C)CC(=O)N(Cc1ccccc1)S(=O)(=O)c1ccc2c(c1)oc(=O)n2C
  -3%	4%
40) CCc1ccc(NC(=O)C2CCCN(S(=O)(=O)c3ccc4c(c3)oc(=O)n4C)C2)cc1 (stereo not drawn)
  ?	12%

Part of the list above in order of length of the SMILES, rising:
The line under a structure holds: Tau ThT inhib	SMN2 splice enh
25) COC(=O)c1cc2oc(C)cc2n1Cc1c(C)cc(C)cc1C
  -12%	14%
34) CCOc1ccc(NC(=O)c2c(NC(=O)c3ccccc3F)sc3c2CCC3)cc1
  -13%	0%
36) COC(=O)C1=C(c2ccccc2)c2ccccc2S(=O)(=O)N1CC(=O)Nc1cc(C)ccc1C
  -6%	0%

More compounds follow:
The line under a structure holds: Tau ThT inhib	SMN2 splice enh
41) Cc1ccc(NC(=O)CSc2nnc3scc(-c4ccccc4)n23)cc1
  -6%	-21%
42) COc1cc(OC)cc(C(=O)Nc2c(C(=O)Nc3ccc(F)cc3)oc3ccccc23)c1
  13%	1%
43) CCN(CCCNC(=O)c1cc2c(=O)n(CC)c3ccccc3c2s1)c1ccccc1
  -16%	-1%
44) O=C(Cn1c(=O)n(Cc2ccc(C(=O)NCc3ccccc3Cl)cc2)c(=O)c2ccccc21)Nc1ccc(F)c(Cl)c1
  -2%	-3%
45) COc1cc(-c2nc(SCC(=O)Nc3ccc(C)cc3)c(-c3ccc(F)cc3)[nH]2)cc(OC)c1OC
  -17%	1%
46) O=C(CSc1nnc(CNC(=O)c2ccccc2F)n1-c1ccccc1)Nc1ccccc1F
  6%	-2%
47) CN(C)c1oc(/C=C/c2ccc(F)cc2)nc1C#N
  ?	25%
48) CN(Cc1ccccc1)C(=O)CSc1c2c(nc3ccc(Cl)cc13)CCCC2
  ?	-52%[inhibitor]
49) CC1CCCN(C(=O)c2cc3c(=O)n(C)c4ccccc4c3s2)C1 (stereo not drawn)
  -10%	21%
50) CCN(C(=O)Cn1cnc2sc(C)c(S(=O)(=O)N3CCN(c4ncccn4)CC3)c2c1=O)c1ccccc1F
  1%	9%
51) CCCN(CCC)CCCNC(=O)Cn1cnc2sc(C)c(S(=O)(=O)N3CCC(C)CC3)c2c1=O
  8%	12%
52) CCOC(=O)c1sc2ncn(CC(=O)Nc3cc(C)cc(C)c3)c(=O)c2c1C
  8%	-2%
53) CCOc1ccccc1NC(=O)CN(CCc1ccccc1)S(=O)(=O)c1ccc(C)cc1
  3%	-10%
54) O=C1CC(c2nnc(Cc3ccccc3Cl)o2)CN1c1ccccc1 (stereo not drawn)
  -7%	-10%
55) CCOc1ccccc1N1CC(c2nc3ccccc3n2CCCOc2ccc(OC)cc2)CC1=O (stereo not drawn)
  ?	?
56) Cc1cccc(CC(=O)N2CC(=O)Nc3ccc(F)cc3C2c2ccccc2)c1 (stereo not drawn)
  -10%	-4%
57) O=C(NCc1ccccc1)c1nn(-c2ccccc2)nc1CO
  1%	-36%[inhibitor]
58) COc1ccc(S(=O)(=O)NCCSc2nnnn2-c2ccccc2)cc1
  -4%	-44%[inhibitor]
59) CCOC(=O)c1c(N)n(-c2cccc(C)c2C)c2nc3ccccc3nc12
  -3%	-8%
60) COc1cccc(-c2ccc3c(N)c(C(=O)Nc4cc(C(F)(F)F)ccc4OC)sc3n2)c1
  ?	-5%

2 records picked at random from the list so far, as already listed:
The line under a structure holds: Tau ThT inhib	SMN2 splice enh
56) Cc1cccc(CC(=O)N2CC(=O)Nc3ccc(F)cc3C2c2ccccc2)c1 (stereo not drawn)
  -10%	-4%
59) CCOC(=O)c1c(N)n(-c2cccc(C)c2C)c2nc3ccccc3nc12
  -3%	-8%

Going on with the list.
The line under a structure holds: Tau ThT inhib	SMN2 splice enh
61) Cc1cc(C)c(NC(=O)CCN2CCCCC2)c(C)c1
  1%	10%
62) COc1cccc(C(=O)Nc2ccccc2-c2nnc(-c3cccc(OC)c3)o2)c1
  ?	3%
63) FC(F)(F)c1cc(Nc2nc3ccccc3c3nncn23)ccc1Cl
  -6%	-30%
64) CCOc1ccc(S(=O)(=O)N2CCN(c3cc(Cl)ccc3Cl)CC2)c2ccccc12
  -10%	-21%
65) Cc1ccc2oc(-c3ccc(NC(=O)c4cccc(F)c4)c(C)c3)nc2c1
  -5%	-3%
66) COC(=O)c1ccccc1NC(=O)Cn1c(=O)n(CCCCC(=O)NCc2ccc3c(c2)OCO3)c(=O)c2ccccc21
  -6%	-2%
67) COc1ccc(S(=O)(=O)c2nnn(-c3ccc(C)c(Cl)c3)c2C)cc1
  -10%	-51%[inhibitor]
68) CC(C)c1ccc(NC(=O)N2CCN(c3ccc(Cl)c(Cl)c3)CC2)cc1
  ?	-51%[inhibitor]
69) COc1ccc(CNC(=O)Cc2c(C)c3c(cc(C)c4c(C)c(C)oc43)oc2=O)cc1OC
  9%	5%
70) O=[N+]([O-])c1ccc(O)c(-c2ccnc3cc(-c4ccccc4)nn23)c1
  ?	-12%
71) Cn1cc(C(=O)NCCc2ccccc2)c(=O)c2cc(S(=O)(=O)N3CCCCC3)ccc21
  -7%	-5%
72) Cc1ccc(Cl)cc1NC(=O)c1ccc2snnc2c1
  -6%	-5%
73) Cc1ccc(NC(=O)[C@@H](c2ccccc2)N2Cc3ccccc3C2=O)cc1F
  1%	-4%
74) O=C(/C=C/c1ccccc1)Nc1cc(-c2nc3ccccc3o2)ccc1Cl
  -7%	3%
75) Cc1cccc(-c2nc(S(=O)(=O)c3ccc(Cl)cc3)c(N3CCCCCC3)o2)c1
  3%	-2%
76) CCCCCN1C(C(=O)c2ccccc2)=C(NC(=O)c2ccc(OC)c(OC)c2)c2ccccc2S1(=O)=O
  -2%	-96%[inhibitor]
77) Cn1nc(-c2ccccc2F)c2cc(C(=O)N3CCN(c4ccccc4F)CC3)sc21
  -10%	-67%[inhibitor]
78) COc1ccc(CCNC(=O)c2ccc(Cn3c(=O)c4ccccc4n(CC(=O)C(C)(C)C)c3=O)cc2)cc1OC
  1%	3%
79) CC(=O)N1CCc2c(sc3c2c(=O)n(-c2ccccc2)c(=O)n3CC(=O)Nc2cccc(C)c2)C1
  ?	-5%
80) CCOC(=O)c1c(NC(=O)COc2cccc(C)c2C)sc(C(C)=O)c1C
  -7%	?
81) CC1CCN(C(=O)CSc2nnc(-c3ccccc3Cl)o2)CC1
  -12%	0%
82) COc1cc(-c2noc(CN3CCN(c4ccccc4)CC3)n2)cc(OC)c1OC
  -7%	26%
83) CCOC(=O)c1c(C)oc2ncnc(Nc3cccc(C(F)(F)F)c3)c12
  4%	-6%
84) CN1CCc2c(sc3c2C(=O)NC(c2ccc(OC(=O)c4ccccc4)cc2)N3)C1 (stereo not drawn)
  5.6µM*	16µM*
85) CCN(CC)S(=O)(=O)c1ccc2c(c1)N(CC(=O)N(C)Cc1ccccc1)C(=O)CO2
  0%	-10%
86) CCC1CCCCN1C(=O)Cn1c(=O)oc2cc(S(=O)(=O)N3CCCCC3)ccc21 (stereo not drawn)
  -8%	15%
87) COc1ccc(N2CCN(S(=O)(=O)c3ccc(CC(C)C)cc3)CC2)cc1
  4%	-6%
88) COCCCN1CN=C(NS(=O)(=O)c2ccc(NC(C)=O)cc2)NC1
  4%	2%
89) Cc1cc(Cl)ccc1NC(=O)CN1C(=O)C(=O)c2ccccc21
  ?	-9%
90) COc1ccc(CCNC(=O)CCS(=O)(=O)c2cc(Br)cc3c2N(C(C)=O)CC3)cc1OC
  3%	-1%
91) COc1cc(OC)cc(-c2cc3nc(C)c(CCC(=O)Nc4ccccc4OC)c(C)n3n2)c1
  ?	-1%
92) CCOc1cc(C(=O)Nc2cccc(-c3nc4ccccc4o3)c2)cc(OCC)c1OCC
  -1%	7%
93) Cc1nc(SCC(=O)Nc2ccc(C(=O)O)cc2)n[nH]1
  -8%	4%
94) CCCN(C(=O)c1coc(=O)c2ccccc12)c1ccccc1C
  -3%	0%
95) COc1cc(C2CC(=O)c3c([nH]c(C(=O)OC4CCCC4)c3C)C2)cc(OC)c1OC (stereo not drawn)
  -2%	-74%[inhibitor]
96) Cc1ccccc1NC(=O)CSc1nc2c(oc3ccccc32)c(=O)n1Cc1ccco1
  -5%	-3%
97) COc1ccc(N(C(=O)c2cccc(C)c2)S(=O)(=O)c2ccc3c(c2)n(C)c(=O)n3C)cc1
  -11%	12%
98) CC(C)CCOc1ccc(C(=O)NCC2OCCc3ccccc32)cc1 (stereo not drawn)
  -18%	-5%
99) COC(=O)c1ccccc1NC(=O)Cn1c(=O)n(-c2ccc(Cl)cc2)c(=O)c2c(C)c(C)sc21
  -2%	-2%

From PubChem BioAssay
